Compound activity deposited in PubChem by several laboratories.
Cardiac RTF inh = cardiac RTF calcium desensitization; IANBD-labeled cardiac RTF, Ca2+ fluorescence; inhibition, % at 7.15 µM; hit rate 0.12% among 340,000; AID 493244;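 active means inhibition above the mean inhibition of all tested compounds plus 3 SD, cut at about 17% in these data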;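 further: assay run at fixed EC70 calcium of 1.6 mM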
PKA-R2B activ = PKA-R2B complex activation. P22694+P31323. PKA-R2B holoenzyme dissociation, Cy5-IP20 fluorescence polarization; R2B truncated from residue 108, S112A mutant; 0% DMSO only, 100% 113 µM cGMP. activation, % at 11.4 µM. hit rate 0.079% among 340,000. AID 504700;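 active means activation above a cutoff set at the mean over all compounds plus 3 SD, cut at about 18% in these data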;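 further: higher means more holoenzyme dissociation and a rise in polarization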
Target sequence (P31323 whole entry, looked up, other chains not shown, the tested form may be a part): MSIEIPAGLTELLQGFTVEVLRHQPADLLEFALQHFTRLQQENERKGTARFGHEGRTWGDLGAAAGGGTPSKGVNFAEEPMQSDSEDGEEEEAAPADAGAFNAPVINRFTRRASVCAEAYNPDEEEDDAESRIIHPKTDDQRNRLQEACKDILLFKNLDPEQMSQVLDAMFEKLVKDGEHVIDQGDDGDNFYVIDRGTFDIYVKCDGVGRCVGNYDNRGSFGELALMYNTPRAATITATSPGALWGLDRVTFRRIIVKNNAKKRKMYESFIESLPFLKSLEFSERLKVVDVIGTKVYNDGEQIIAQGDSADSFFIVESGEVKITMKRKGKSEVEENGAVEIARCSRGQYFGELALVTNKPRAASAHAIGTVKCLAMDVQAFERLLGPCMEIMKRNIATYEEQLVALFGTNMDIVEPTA
SR-BI DiI-HDL act = SR-BI HDL lipid transfer activation; activation, % at 12.5 µM; CHO ldlA[mSR-BI] cells, DiI-HDL uptake fluorescence, 3 h; 100 = double the neutral-control signal; hit rate 0.096% among 320,000; AID 504775;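 active means mean replicate activation of at least 60% and every replicate at or above 60%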;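 further: 0% = median plate neutral-control signal and 100% = twice that signal; values of inactives mirror those of a sister screen read the other way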
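Test system: SR-BI-overexpressing, LDLR-lacking CHO cells; Also added: labelled HDL, 10 µg/mL; Measured by: bottom-read cell fluorescence after medium removal, ex 550/em 595 nm; Timing: 3 h uptake period with compound, 37 °C; Buffer or medium: F12, 0.5% BSA, 25 mM HEPES; Doses: single compound concentration, delivered by pin transfer.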
DAGLB inh = blocks human DAGLB lipase activity | AID 504411 | hit rate 0.059% among 340,000 | inhibition, % at 5.17 µM | Q8NCG7 | HEK293T DAGLB membrane lysate, EnzChek fluorogenic substrate; in the data active means inhibition above about 34%;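 further: 0% = enzyme with vehicle and 100% = wells lacking enzyme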
LANA DNA inh = inhibitors of KSHV LANA C-terminal domain DNA binding. MBP-C-LANA/FAM-LBS DNA binding, fluorescence polarization. AID 504423. hit rate 0.078% among 340,000. inhibition, % at 9 µM;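 active means highest replicate inhibition at or above 60% at 9 µM, even if other replicates fall short; inactive means all replicates below 60% inhibition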;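 further: 0% = neutral control wells and 100% = 4 µM acridine orange control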
SR-BI HDL uptake = blocks mouse SR-BI lipid uptake from DiI-HDL. ldlA[mSR-BI] CHO cells, DiI-HDL uptake fluorescence, 3 h. inhibition, % at 12.5 µM. hit rate 0.96% among 320,000. AID 488896;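 active means mean replicate inhibition of at least 70% and a set share of replicates each scoring 70 or more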;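 further: 0% = median of neutral control wells and 100% = median of positive control wells; values of inactives mirror those of a sister screen read the other way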
NSD2 HMT inh = blocks human histone methyltransferase NSD2. NSD2 peptide methylation, AlphaScreen, 120 min. inhibition, % at 12.5 µM. hit rate 0.54% among 310,000; in the data active means inhibition above about 50%
PvdQ acylase = blocks Pseudomonas aeruginosa PvdQ acylase activity. purified PvdQ acylase, fluorescence plate reader. inhibition, % at 10 µM. hit rate 0.063% among 340,000. AID 488965; in the data active means inhibition above about 30%, passing the limit was not always enough;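 further: 0% = vehicle neutral wells and 100% = reference inhibitor wells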
Keap1-Nrf2 PPI = disrupts human Keap1 binding to Nrf2 peptide; Q14145; inhibition, % at 9.4 µM; hit rate 0.15% among 340,000; Keap1 Kelch-Nrf2 peptide fluorescence polarization, 1536-well; in the data active means inhibition above about 12%;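 further: human Keap1 Kelch domain with fluorescein labeled Nrf2 9mer peptide probe; 0% = neutral control wells and 100% = peptide positive control; higher means more block of Keap1 binding to Nrf2 peptide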
Target sequence (Q14145 whole entry, looked up, the tested form may be a part): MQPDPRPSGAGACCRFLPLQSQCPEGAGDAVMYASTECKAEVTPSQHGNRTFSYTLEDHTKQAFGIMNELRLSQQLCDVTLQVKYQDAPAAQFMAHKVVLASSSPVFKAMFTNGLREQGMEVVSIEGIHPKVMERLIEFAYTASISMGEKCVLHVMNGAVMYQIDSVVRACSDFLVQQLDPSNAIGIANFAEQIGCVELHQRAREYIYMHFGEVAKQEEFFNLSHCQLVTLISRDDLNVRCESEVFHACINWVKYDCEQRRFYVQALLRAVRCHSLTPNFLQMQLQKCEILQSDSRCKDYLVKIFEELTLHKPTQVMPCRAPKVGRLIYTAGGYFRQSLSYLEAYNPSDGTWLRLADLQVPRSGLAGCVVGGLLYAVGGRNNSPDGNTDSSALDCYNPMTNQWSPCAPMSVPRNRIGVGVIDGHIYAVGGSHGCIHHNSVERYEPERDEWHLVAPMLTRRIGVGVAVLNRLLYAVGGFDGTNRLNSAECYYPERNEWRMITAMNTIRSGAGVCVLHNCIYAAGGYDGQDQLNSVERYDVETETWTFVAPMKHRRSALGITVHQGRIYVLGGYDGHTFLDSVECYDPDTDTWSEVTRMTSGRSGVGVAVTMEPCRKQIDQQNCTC
Arr AP2 block = human beta-arrestin and AP2 interaction inhibition. FITC-arrestin peptide / GST-AP2 beads, flow cytometry; AP2 beta2 appendage carries R879A mutation. inhibition, % at 10 µM. hit rate 0.31% among 340,000. AID 504490;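 active means inhibition above a set limit, near 3 SD of compounds lacking own fluorescence, cut at about 54% in these data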;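 further: plate controls were DMSO wells for no effect and 5 µM unlabelled arrestin peptide for full effect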
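System: GST-AP2 R879A glutathione beads | Also added: FITC-arrestin peptide, 50 nM | Times: 12 min plus 1 h, RT | Signal: Bead flow cytometry, FITC channel | Buffer or medium: PBS with 0.05% Tween 20 and 0.1% BSA | Read-out basis: Percent drop in bead-associated FITC signal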
Active calls of the source: *; x = not tested or not shown. The order is random, and some 2.1% of all compounds hit somewhere here.

SMILES	Cardiac RTF inh	PKA-R2B activ	SR-BI DiI-HDL act	DAGLB inh	LANA DNA inh	SR-BI HDL uptake	NSD2 HMT inh	PvdQ acylase	Keap1-Nrf2 PPI	Arr AP2 block
OCC1(Cc2ccccc2)CCCN(Cc2cnn(-c3ccccc3)c2)C1 (centres undefined)	-4	-2	-1	0	3.9	1	-2	1	-1	16
Cc1ccc(OCC(=O)N2CC(C)CC(C)C2)c([N+](=O)[O-])n1 (centres undefined)	2	9	15	1	-1.1	-15	-1	-7	0	-10
COc1ccccc1-c1nnc2n1N=C(c1ccc(O)c(O)c1)CS2	-2	3	8	4	2.6	-8	56*	-1	1	22
O=[N+]([O-])c1cccc(/C=N/Nc2nccnc2Cl)c1	-4	-2	5	-1	-1.5	-5	1	2	-1	21
O=C(CNc1cccc(C(F)(F)F)c1)N/N=C/c1ccccc1C(=O)O	-7	3	x	2	2.5	x	-5	-7	-3	-1
CN(C)c1ccc(S(=O)(=O)N2CCCCC2)cc1NC(=O)C1=COCCO1	-4	-2	-15	-3	-1.0	15	-3	-6	-1	-1
CC1CCCCN1CC(=O)NC(=O)NCc1ccccc1 (centres undefined)	-7	-1	17	-1	0.1	-17	-1	-10	4	-5
CCC(=O)Nc1cc(=O)[nH]c2ncnn12	8	-6	13	-5	-1.8	-13	-1	0	4	25
CN1CCN(S(=O)(=O)c2ccc(NC(=S)NC(=O)C3CCC3)cc2)CC1	2	-2	3	0	-1.2	-3	0	-6	-3	0
COc1ccc(-c2nn(C)c(=O)c3ccccc23)cc1NC(=O)Cn1nc(C)c2ccccc2c1=O	0	-6	-34	-4	-19	34	x	6	6	6
COc1ccc2c(c1)N(C(=O)CN1C(=O)C3CCCCC3C1=O)C(C)(C)C=C2C (centres undefined)	4	-4	-1	-2	0.6	1	1	-2	0	-8
COC(=O)Cc1nnc(Nc2cccc(C)c2)c2ccccc12	1	-1	-12	0	0.1	12	-1	-10	-5	6
CCc1cccc(NC(=O)c2ccc(Br)o2)c1	0	-4	-4	-3	1.1	4	x	-5	-3	-6
O=C(C1CC(=O)N(c2ccc(Cl)cc2)C1)N1CCN(Cc2ccc3c(c2)OCO3)CC1 (centres undefined)	-15	1	x	-3	1.2	x	1	6	3	27
CCOc1cc(C(F)(F)F)cnc1/C(N)=N/O	-2	4	10	-2	-2.4	-10	-2	0	3	27
Cn1cccc1CC(=O)N/N=C/C(Cl)=C/c1ccccc1	-6	-13	-29	1	4.9	29	0	-2	0	15
Cc1ccccc1SCC(=O)OCC(=O)Nc1ccc(N(C)C)cc1	2	5	-1	-2	0.3	1	5	-13	-3	5
CCOC(=O)Nc1ccc(S(=O)(=O)N2CCOCC2)cc1	-4	-9	6	2	-1.3	-6	4	-12	-5	2
OC1CCCCC1	-4	0	0	-1	-1.6	0	x	-15	-8	8
CC(=O)Nc1ccc(/C(C)=N/Nc2nc(Nc3cccc4ccccc34)nc(N3CCOCC3)n2)cc1	-6	-12	-56	-2	1.7	56	-2	6	-3	4
CCOc1ccccc1NC(=O)N1CCCC(c2nc(-c3ccc(C)o3)no2)C1 (centres undefined)	-13	8	-49	-8	0.7	49	4	-15	-3	1
NS(=O)(=O)c1ccc(Nc2nc(-c3ccc(O)cc3O)cs2)cc1	-11	-1	-7	-4	-0.7	7	x	-16	-4	-2
O=C(OCc1c(-c2ccccc2)ncc2ccccc12)c1ccccc1C(F)(F)F	-4	3	-22	-2	-3.0	22	x	15	-8	6
COCCCNC(=O)C[C@H]1C[C@H](C(=O)N2CCOCC2)[C@@]2(C)c3[nH]c4ccc(Cl)cc4c3CCN2C1=O	-5	-4	x	-1	0.7	x	x	-13	-2	14
CN(C)c1ncnc(N(C)C)c1[N+](=O)[O-]	-5	0	11	1	-0.4	-11	-2	1	3	-7
CCOC(=O)c1ccc(Nc2ncccc2[N+](=O)[O-])cc1	-1	4	x	7	-0.4	x	3	44*	4	25
CC(NC(=O)CCCCCN1C(=O)c2ccccc2C1=O)c1ccc2c(c1)CCCC2 (centres undefined)	1	3	9	0	-0.8	-9	2	9	-1	1
O=C(OC(c1ccccc1)c1nccc2ccccc12)c1cccc([N+](=O)[O-])c1 (centres undefined)	1	2	7	-5	0.8	-7	-1	9	-6	10
Cc1ccc(S(=O)(=O)NCC(=O)N(CC(=O)NCC2CCCO2)c2cccc(F)c2)cc1 (centres undefined)	-15	4	-6	-1	-1.2	6	2	-7	-3	15
O=C(Cc1c[nH]c2ccccc12)NCc1cccs1	-5	-9	36	0	0.3	-36	-1	-14	-5	2
O=C1c2ccccc2C(=O)N1CCSc1n[nH]c(=S)s1	-13	-6	11	4	-2.7	-11	0	-13	5	4
Cc1ccc(C2C(C(=O)c3sc(C)nc3C)=C(O)C(=O)N2CCN(C)C)o1 (centres undefined)	-14	-8	-3	0	1.3	3	-3	-5	3	-8
CCc1nnc(NC(=O)CSc2nnc(CSc3nc(C)cc(C)n3)n2C)s1	-8	-5	0	0	-1.0	0	-3	-14	3	-6
C/C(=N\NC(=O)c1nnn(-c2nonc2N)c1CSc1ccc(Cl)cc1)c1cccnc1	-12	-5	36	-1	0.9	-36	1	0	2	-8
COc1ccccc1NC(=O)COc1ccc(C(=O)OCC(=O)N(C(C)C)C(C)C)cc1OC	-6	-4	-62	-3	-0.9	62	2	-8	-6	3
CCOc1ccc(S(=O)(=O)NCc2cccnc2)c2ccccc12	-2	-2	-7	-3	-1.2	7	0	-3	-1	19
CCCn1nc(C(=O)Nc2cc(S(=O)(=O)Nc3ccc(OC)cc3)ccc2O)c2ccccc2c1=O	2	-2	2	5	0.8	-2	2	-9	-4	-11
c1ccc(CNc2ncnc3sccc23)cc1	-14	12	5	-2	1.0	-5	-1	-10	0	-9
CCOc1ccccc1NC(=O)NCCCCc1ccccc1	-7	8	-24	-7	0.9	24	-1	-16	3	-9
COc1ccccc1NS(=O)(=O)c1ccc(OC)c(OC)c1	-1	-4	-12	-4	-0.2	12	x	-3	-1	-2
CN(CCC#N)C(=S)Nc1ccc(S(=O)(=O)N2CCOCC2)cc1	-1	-5	30	-2	-1.1	-30	0	4	-4	7
Cc1cc(C)n(-c2ccc(C(=O)N3CCC(CO)(Cc4ccccc4)CC3)cc2)n1	4	-3	-42	0	-0.9	42	2	-12	-7	-3
CCOc1ccccc1N(C(=O)c1snc(C(N)=O)c1N)C(C(=O)NC1CCCC1)c1ccco1 (centres undefined)	-2	1	21	0	-0.7	-21	26	-18	-1	-2
CCOC(=O)c1ccc(NC(=O)Cn2cnc3cc(C)c(C)cc32)cc1	-7	2	x	-4	-0.1	x	2	-3	-3	6
COc1ccc(C(=O)N/N=C(\C)CC(=O)Nc2ccc3c(c2)OCCO3)c(OC)c1	12	-2	x	-1	-1.4	x	-4	4	-3	13
O=C(Nc1nonc1NC(=O)C1CCCCC1)C1CCCCC1	11	3	14	-5	0.6	-14	-1	-14	-7	4
c1ccc2nc(-c3nc4ccccc4[nH]3)ccc2c1	-2	0	-8	-4	0.7	8	-1	1	1	-22
CCCNC(=O)NC(=O)COC(=O)c1ccc(OC)c(S(=O)(=O)N2CCCc3ccccc32)c1	-10	1	-14	1	-1.6	14	0	-10	-3	6
O=C(N/N=C/C=C/c1ccccc1[N+](=O)[O-])c1cc(-c2cccnc2)nc2ccccc12	4	-13	-33	2	0.4	33	0	-9	-1	9
CNC(=O)C12CCC(C)(c3nc4cc(C)c(C)cc4nc31)C2(C)C (centres undefined)	-10	-4	23	-4	0.1	-23	0	-15	2	-5
Next section:
SMILES	Cardiac RTF inh	PKA-R2B activ	SR-BI DiI-HDL act	DAGLB inh	LANA DNA inh	SR-BI HDL uptake	NSD2 HMT inh	PvdQ acylase	Keap1-Nrf2 PPI	Arr AP2 block
Cc1ccc(S(=O)(=O)c2cc3ccccc3oc2=Nc2ccc3c(c2)OCO3)cc1	1	-14	-20	2	1.9	20	1	-3	4	4
COCCNC(=O)c1onc(CCl)c1C(=O)OC	-5	-9	18	-1	1.0	-18	x	0	0	5
O=C(CN1CCCC1)Nc1ccccc1C(=O)c1ccccc1	-7	13	x	-4	-0.9	x	-1	-12	0	-1
Nc1c(-c2cccs2)cnc2c(-c3ccc(F)cc3)cnn12	5	9	-56	-2	-1.3	56	-3	-19	-3	7
COc1ccc(/C=C/C(=O)NCc2ccccn2)cc1	6	6	-8	0	-1.1	8	0	-7	-3	13
COc1ccc(CCN(C)Cc2cccc3ccccc23)cc1OC	-4	4	-8	-4	-1.0	8	11	-18	-4	-2
CCOc1ccccc1/C=C(\C#N)C1=CCCC1	-15	2	x	1	-1.0	x	-1	-12	0	-10
Cc1ccccc1S(=O)(=O)N1[C@@H](c2ccc(Cl)cc2)C(C(=O)O)=CC[C@H]1c1ccc(Cl)cc1	-1	-5	13	2	-1.3	-13	x	10	-5	-9
CCC(C(=O)N1CCOCC1)n1nc(C)c2c(C)n(-c3ccccc3)nc2c1=O (centres undefined)	2	-1	17	2	-1.3	-17	0	-11	-5	-5
CCOC(=O)c1ccc(P(=O)(c2ccccc2)c2ccccc2)cc1	-10	1	-9	-1	1.6	9	-2	-12	0	-11
CCC1=C(OC(=O)N(CC)CC)N2C(=O)OC(=NCCc3c[nH]c4ccccc34)[C@]2(Cc2ccccc2)[C@H]2C1=CC[C@H]1C(=O)NC(=O)[C@H]12	-7	6	6	3	1.6	-6	x	-3	-3	7
O=C(O)c1cnc(-c2ccccc2)nc1Sc1ccc(Cl)cc1	-1	-5	12	2	-2.9	-12	-1	5	-4	20
O=C(c1ccc(=O)n(Cc2ccc(Cl)c(Cl)c2)c1)N1CCOCC1	-8	5	18	1	-0.8	-18	47	-12	-4	-13
COc1cccc(/C=C/C(=O)NNC(=O)c2ccncc2)c1	-8	-3	23	3	0.5	-23	0	-12	2	-6
CC(=O)NC1(c2ccccc2)CCN(C(=O)N2CCOCC2)CC1	0	-6	21	-1	1.1	-21	0	3	3	22
O=C(c1cccc2ccccc12)N1CCN(c2ccc([N+](=O)[O-])c(NCc3ccco3)c2)CC1	-5	7	-40	-1	1.0	40	-1	-9	-3	7
Cc1cc(C(=O)N/N=C/c2ccc3c(c2)OCO3)c(C)o1	-5	8	-2	-4	-0.1	2	1	-5	-5	-14
CNC[C@@H](CC1CCCCC1)NC[C@H](CC(C)C)NCCc1cccc(C(F)(F)F)c1	-6	-15	23	-3	-4.1	-23	x	-12	1	33

Part of the list above in order of SMILES length, rising.
SMILES	Cardiac RTF inh	PKA-R2B activ	SR-BI DiI-HDL act	DAGLB inh	LANA DNA inh	SR-BI HDL uptake	NSD2 HMT inh	PvdQ acylase	Keap1-Nrf2 PPI	Arr AP2 block
COc1cccc(/C=C/C(=O)NNC(=O)c2ccncc2)c1	-8	-3	23	3	0.5	-23	0	-12	2	-6
O=C(O)c1cnc(-c2ccccc2)nc1Sc1ccc(Cl)cc1	-1	-5	12	2	-2.9	-12	-1	5	-4	20
CNC[C@@H](CC1CCCCC1)NC[C@H](CC(C)C)NCCc1cccc(C(F)(F)F)c1	-6	-15	23	-3	-4.1	-23	x	-12	1	33
